Screening results deposited in PubChem BioAssay by several laboratories.
WT yeast gro inh: growth inhibition of WT yeast, mitochondrial fusion screen | inhibition, % at 10 µM | mitochondrial fusion phenotypic screen, WT strain | actives 2.1% (n = 190,000); in the data active means inhibition above about 58%; tested in S. cerevisiae
bCat nuc transl: beta-catenin nuclear translocation modulation; nuclear translocation activity, % at 5 µM; HeLa beta-catenin nuclear translocation, immunofluorescence imaging; actives 0.3% (n = 190,000);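 active means nuclear translocation activity above 50% at 5 µM, with a well cell count of 50 or more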;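 further: per-cell ratio of nuclear to cytoplasmic median beta-catenin stain intensity; plate controls were DMSO negative control for no effect and GSK-3 inhibitor IX positive control for full effect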
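Signal – beta-catenin immunofluorescence imaging with DAPI · Test system – human HeLa cell line · Dosing – 5 µM primary single dose, 0.1% DMSO, 0.02–20 µM confirmation series · Measure – % activation, nuclear-to-cytoplasmic median beta-catenin signal ratio per cell · Incubation – 24 h compound exposure at 37°C, 5% CO2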
T cell HTS: modulates CD8 T cell binding to vesicles; actives 0.068% (n = 330,000); calls only at 7 µM; 2C CD8+ T cell-vesicle binding, flow cytometry; hits give low values;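 active means response, share of CD8 T cells binding vesicles, and their 90th percentile fluorescence all below set limits, cut at about 80% in these data, passing the limit was not always enough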
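Test system: purified 2C TCR transgenic mouse naive CD8+ T cells. Probe or stimulus: QL9-peptide-loaded Drosophila micro-vesicles bearing Ld, ICAM-1 and B7-1. Incubation: binding step 1.5 h, 37 °C, antibody labelling 20 min, ice. Measured by: flow cytometry of vesicle-bound cells.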
Hep lipid drop: modulators of hepatic lipid droplet formation; AML12 mouse hepatocytes, oleate lipid droplets, BODIPY imaging; inhibition, % at 6.5 µM; actives 0.4% (n = 240,000);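 active means lipid droplet intensity inhibited by at least 50%, with more than 500 cells counted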
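Assay system: AML12 mouse liver cells | Compound dosing: One dose, 6.5 µM compound | Read-out basis: Droplet intensity reduction, % inhibition | Measured by: Fluorescence imaging, 20x objective, two fields per well | Schedule: Overnight treatment with compound plus oleate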
West Nile antiviral: inhibition of WNV-induced cytopathic effect – cell-based, CPE readout (AID 1621). West Nile virus-infected cells, CPE inhibition; higher % means a stronger effect. one-dose CPE inhibition, % at 10 µM; IC50 in µM for titrated hits. actives 0.02% (n = 290,000); in the data active means a potency from the dose series; further: strong numbers were not always called active
Autophagy mod: autophagy modulation, high-content screen; MEF GFP-LC3 puncta imaging; test concentration mostly 10 µM; calls only at 10 µM (by protocol); actives 0.98% (n = 190,000); AID 463193;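 active means percentage of spot-positive cells more than 3 SD above its plate mean, without a fluorescence outlier flag or 80% toxicity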;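 further: spot-positive cell cutoff set from DMSO-treated cells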
MT stabilize HCS: stabilizes microtubules in HeLa cells. HeLa tubulin immunostaining HCS, 24 h; share of cells brighter than vehicle mean+2SD. % tubulin-high responders, % at 10 µM. actives 0.83% (n = 200,000);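 active means plate Z-score above 3 for both tubulin-high and condensed-nucleus cell shares, with cell loss under 80%, at 10 µM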;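 further: anti alpha tubulin signal scored within the nucleus-defined area of each cell; some results filed as inactive read as strong as hits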
Ins promoter up: MIN6 insulin promoter up-regulation | z-score at 5 µM | actives 0.3% (n = 190,000) | MIN6 insulin promoter-GFP reporter, high-content imaging; hits give high values;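 active means z-score above 3 at 5 µM with at least 500 cells counted in the well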
Myeloid diff MLP: compounds promoting myeloid differentiation; ER-HoxA9 myeloid progenitors, lysozyme-GFP differentiation, flow cytometry; AID 624256; calls only at 10 µM; actives 1% (n = 360,000);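 active means normalized GFP-positive differentiation at or above the plate's own cutoff, the solvent-only control mean plus 3 SD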;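 further: cells exposed to compound for four days before flow analysis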
WT yeast gro inh mutant strain: further read-out of WT yeast gro inh, marked with its call; inhibition, %; mitochondrial fusion phenotypic screen, mutant strain inhibition
Ins promoter up cell count: second read-out of Ins promoter up, no call of its own (marks repeat the call); cell count; measured here: cytotoxicity, nuclei count;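 total cells summed across four imaged fields per well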
Hep lipid drop cells 6.5 µM: recorded beside Hep lipid drop, whose call it bears; cell count; measured here: cell count, cytotoxicity flag;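 cells counted across two imaged fields per well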
bCat nuc transl cell count 5 µM: second read-out of bCat nuc transl, no call of its own (marks repeat the call); cell count; measured here: cell count, cytotoxicity flag
T cell HTS vesicle-bound %: also measured in T cell HTS; calls as there; double positive events, %; measured here: CD8+ vesicle-bound cell fraction;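 binding gate set so that unloaded-vesicle control wells show 10% double positive cells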
MT stabilize HCS Hoechst-high %: recorded beside MT stabilize HCS, whose call it bears; % Hoechst-high responders; measured here: nuclear condensation Hoechst responders;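 share of cells brighter than vehicle mean plus two SD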
MT stabilize HCS cytotoxicity %: further read-out of MT stabilize HCS, marked with its call; toxicity, %; measured here: cytotoxicity by cell density;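 0% = mean cell density of plate MIN control wells and 100% = no cells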
Autophagy mod cell loss 18 h: further read-out of Autophagy mod, marked with its call; toxicity, %; measured here: cell loss, nuclei count;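 cell loss after 18 h compound exposure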
Myeloid diff MLP GFP+ MAC1+ %: also measured in Myeloid diff MLP; calls as there; GFP+ MAC1+ double positive, %; measured here: differentiation confirmed by MAC1 staining
* hit, by the source's call; i = inactive; / = not tested or not shown; + = active, no number; & = joins results of further samples.

compound,WT yeast gro inh,MT stabilize HCS cytotoxicity %,Hep lipid drop,WT yeast gro inh mutant strain,Autophagy mod,MT stabilize HCS,bCat nuc transl cell count 5 µM,Myeloid diff MLP,Hep lipid drop cells 6.5 µM,bCat nuc transl,Myeloid diff MLP GFP+ MAC1+ %,Autophagy mod cell loss 18 h,T cell HTS,Ins promoter up,T cell HTS vesicle-bound %,MT stabilize HCS Hoechst-high %,Ins promoter up cell count,West Nile antiviral
O=C(NCCc1ccc(C(F)(F)F)cc1)C1CCC(=O)N(CCCN2CCCC2=O)C1 (stereo unspecified),/,/,-10,/,/,/,/,i,776,/,0.8,/,i,/,63,/,/,0.3%
CCCCCCSC1=C(C#N)C(c2ccccc2)CC(=O)N1 (stereo unspecified),13,8.4,4,25,i,3.1,1094,i,765,-3.2,2.2,5,i,1.3,8,5.4,1065,-0.1%
COc1ccccc1CCC(=O)NCCCn1ccc2ccccc21,/,/,-31,/,/,/,/,i,851,/,0.6,/,i,/,51,/,/,-0.1%
COc1ccccc1N1CCN(S(=O)(=O)CCNC(=O)c2ccccc2Br)CC1,/,/,-1,/,/,/,/,i,736,/,2.4,/,i,/,4,/,/,-0.1%
COc1ccc(CCNC(=O)CC(=O)N/N=C/c2ccc(Br)cc2)cc1OC,/,/,-2,/,/,/,/,i,853,/,0.4,/,i,/,53,/,/,-1.0%
Cc1nnc(N2C(=O)C(=O)/C(=C(/O)c3ccc4c(c3)CC(C)O4)C2c2ccccc2F)s1 (stereo unspecified),/,/,-4,/,/,/,/,i,737,/,2.7,/,i,/,22,/,/,0.3%
CCOc1cc(/C=C2\N=C(C)OC2=O)cc(Br)c1OCC(=O)OC,-12,7.9,/,0,i,2.3,1304,+,/,-1.1,7.9*,37,i,1.1,23,1.6,1411,0.8%
COC(=O)c1[nH]c2ccccc2c1NC(=O)CN1CCN(c2cccc(Cl)c2)CC1,0,5.2,/,10,i,3.0,878,i,/,0.9,0.8,4,i,0.14,40,2.6,1025,0.1%
CCOc1ccc(-n2cc(C(=O)Nc3cccc(C)n3)c3cc(OC)c(OC)cc3c2=O)cc1,/,5.1,/,/,i,2.7,/,i,/,/,0.7,16,i,/,46,1.6,/,1.8%
Cc1ccc(N2C(=O)CC(Sc3ncn[nH]3)C2=O)cc1C (stereo unspecified),-13,4.0,/,14,i,4.5,1418,i,/,5.1,0.6,7,i,0.12,39,1.1,1299,0.0%
O=c1c(-c2ccc(Oc3ccccc3)cc2)[n+]([O-])c2ccccc2n1OCc1ccccn1,6,9.7,3,-4,i,0.8,/,i,790,/,2.3,-2,i,/,45,2.2,/,-0.1%
Cc1ccc2c(c1)nnn2C1CCN(CC(=O)Nc2ccccc2N2CCOCC2)CC1,22,7.4,/,3,i,3.9,1017,i,/,-1.3,3.3,7,i,-1.7,4,0.6,989,-0.1%
Cc1ccc(C)c(N2CCN(C(=O)CCS(=O)(=O)c3ccc4c(c3)NC(=O)C(C)S4)CC2)c1 (stereo unspecified),/,/,0,/,/,/,/,i,667,/,0.7,/,i,/,9,/,/,0.5%
COc1ccc(Cl)cc1-c1n[nH]c(=S)n1C,-3,0.2,15,10,i,1.0,/,i,761,/,0.5,-8,i,0.74,21,0.9,842,0.4%
Cc1cccc(Oc2ncc(-c3ccc(Cl)cc3)cn2)c1,-63,4.6,/,-7,i,2.3,/,i,/,/,1.5,-6,i,/,55,1.0,/,/
Cn1c(=S)[nH]c2c(c1=O)C(C)(C)Cc1ccccc1-2,34,1.3,3,12,i,2.6,1055,i,701,-0.3,0.3,20,i,0.42,30,1.8,1305,-0.6%
Cc1onc(-c2ccccc2)c1C(=O)Nc1cccc2nsnc12,14,8.4,1,22,i,4.0,/,i,712,/,0.6,-5,i,/,28,2.8,/,0.0%
N#Cc1c(F)cccc1N1CCOCC1,7,13,-4,2,i,12,1064,i,719,-5.3,1.0,23,i,1.4,15,6.6,1082,0.1%
CCOC(=O)c1c(NS(=O)(=O)c2cccc(OC)c2)sc2c1CCC2,27,0.8,-1,-13,i,3.7,/,i,704,/,5.7,31,i,0.61,11,1.9,1213,0.4%
O=C1C2C3C=CC(C4CC34)C2C(=O)N1Cc1ccco1 (stereo unspecified),-22,8.4,0,-19,i,5.2,488,i,590,0.2,1.1,-17,i,-0.07,15,1.9,1110,-0.3%
COc1cc2c(cc1OC)C(COc1cc(C)cc(C)c1)N(C(C)=O)CC2 (stereo unspecified),/,/,-28,/,/,/,/,i,767,/,1.6,/,i,/,7,/,/,0.2%
O=C(O)CSc1nnc(Cn2nnc3ccccc32)n1CCc1ccccc1,-21,7.0,/,-10,i,1.4,1137,i,/,1.9,1.6,-1,i,0.69,26,1.1,1023,0.5%
COc1ccc(C(=O)NCCSCc2ccccc2)cc1OC,2,0.6,20,5,i,2.9,1054,i,811,-2.1,0.1,3,i,-0.59,44,2.4,1226,-1.0%
O=C(c1cccnc1)N1CCN(c2ccc3ccccc3n2)CC1,-2,7.3,17,-7,i,6.3,1064,i,684,-2.6,0.3,7,i,0.05,34,1.3,1243,-1.1%
Cc1cc(Nc2nnnn2-c2ccccc2)n(-c2ccc(Cl)cc2)n1,7,3.6,/,-2,i,3.2,995,i,/,-8.3,0.7,2,i,-0.33,41,2.6,1258,-0.6%
O=C(CNc1ccc(F)cc1)N/N=C/C1CC=CCC1 (stereo unspecified),-4,9.1,-2,-12,i,2.8,1161,/,673,-0.2,/,1,i,0.96,53,1.7,1081,0.4%
COCCN(C(=O)CCc1nnc(CCc2c[nH]c3ccccc23)o1)C(C)C,3,2.5,3,5,i,3.5,1100,i,705,-0.7,0.7,13,i,-0.5,27,2.5,1315,-0.5%
O=C(OCCCN=C1NS(=O)(=O)c2ccccc21)c1ccccc1,/,/,-43,/,/,/,/,i,715,/,2.2,/,i,/,13,/,/,-0.6%
CC(=O)Oc1ccc2oc3c(c2c1)C(=O)CCC3,1,2.4,/,0,i,1.5,941,i,/,-2.9,2.7,0,i,0.14,29,0.8,1320,0.4%
Cc1nc2c(-c3ccccc3)c[nH]n2c(=O)c1Cc1ccccc1,-13,2.5,-6,5,i,3.1,1052,i,752,-2.8,0.4,4,i,0.63,57,2.8,1173,-1.1%
N#Cc1ccc(OCC(=O)N/N=C(\CCC(=O)O)c2cccs2)cc1,-7,3.7,1,1,i,1.7,1106,i,650,-0.3,0.2,-4,i,0.71,30,2.2,1621,-0.2%
COc1ccc(-c2ccc([C@H]3[C@H]4C=CC[C@@H](C)[C@@H]4C(=O)N3Cc3ccccc3)c(F)c2)cc1OC,/,/,-4,/,/,/,1159,i,671,-1.7,2.1,/,i,/,48,/,/,2.3%
COc1ccc(-c2ccc(=O)n(Cc3cc(=O)n4ccccc4n3)n2)cc1,8,3.3,25,12,i,3.7,1122,i,695,-0.3,0.9,3,i,-0.1,54,1.7,1935,-0.2%
CCOC(=O)C1=C(Nc2ccccc2)CC(C)(O)C(C(=O)OCC)C1c1ccc(Cl)cc1 (stereo unspecified),71*,1.1,1,18*,i,3.6,542,i,634,1.8,0.5&1.1,8,i,0.4,46,1.4,1247,-0.8%
O=C(CCCC(=O)n1cnc2ccccc21)n1cnc2ccccc21,11,13,/,5,i,3.3,749,i,/,0.2,1.3,4,i,1.3,31,2.4,1065,0.4%
COc1ccc(NC(=O)CCNS(=O)(=O)c2cc(Br)ccc2Br)cc1S(N)(=O)=O,/,/,3,/,/,/,/,i,832,/,4.7,/,i,/,12,/,/,0.6%
CCOc1ccc(S(=O)(=O)N2CCCC(C(=O)NCc3ccncc3)C2)cc1 (stereo unspecified),/,/,-2,/,/,/,/,i,670,/,0.7,/,i,/,52,/,/,-1.0%
COC(=O)C(CC(C)C)NC(=O)/C=C/c1ccccc1Cl (stereo unspecified),2,5.2,-8,16,i,3.5,/,i,726,/,0.7,-4,i,-0.01,49,1.8,1154,-0.1%
COc1ccc(-c2c(C)nc3c(-c4ccc(F)cc4)cnn3c2N)cc1,/,/,24,/,/,/,/,i,719,/,0.1,/,i,/,5,/,/,0.1%
CCOc1ccccc1NC(=O)NCc1ccc2c(c1)OCO2,/,/,-2,/,/,/,/,i,830,/,0.3,/,i,/,16,/,/,-0.2%

Entries of single compounds, looked up by structure. Order of values: WT yeast gro inh, MT stabilize HCS cytotoxicity %, Hep lipid drop, WT yeast gro inh mutant strain, Autophagy mod, MT stabilize HCS, bCat nuc transl cell count 5 µM, Myeloid diff MLP, Hep lipid drop cells 6.5 µM, bCat nuc transl, Myeloid diff MLP GFP+ MAC1+ %, Autophagy mod cell loss 18 h, T cell HTS, Ins promoter up, T cell HTS vesicle-bound %, MT stabilize HCS Hoechst-high %, Ins promoter up cell count, West Nile antiviral
Listed for `COC(=O)c1[nH]c2ccccc2c1NC(=O)CN1CCN(c2cccc(Cl)c2)CC1` : 0, 5.2, /, 10, i, 3.0, 878, i, /, 0.9, 0.8, 4, i, 0.14, 40, 2.6, 1025, 0.1%
Listed for `COc1ccc(NC(=O)CCNS(=O)(=O)c2cc(Br)ccc2Br)cc1S(N)(=O)=O` : /, /, 3, /, /, /, /, i, 832, /, 4.7, /, i, /, 12, /, /, 0.6%
Listed for `Cc1cc(Nc2nnnn2-c2ccccc2)n(-c2ccc(Cl)cc2)n1` : 7, 3.6, /, -2, i, 3.2, 995, i, /, -8.3, 0.7, 2, i, -0.33, 41, 2.6, 1258, -0.6%
Listed for `CCOC(=O)C1=C(Nc2ccccc2)CC(C)(O)C(C(=O)OCC)C1c1ccc(Cl)cc1` (stereo unspecified) : 71*, 1.1, 1, 18*, i, 3.6, 542, i, 634, 1.8, 0.5&1.1, 8, i, 0.4, 46, 1.4, 1247, -0.8%
